# Autophagy mod: autophagy modulators in MEF cells, primary screen, imaging, high-content, MEF GFP-LC3; MEF GFP-LC3 puncta imaging; test concentration mostly 10 µM; calls only at 10 µM (by protocol); 0.98% of 190,000 active; AID 463193, 2010;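 active means percentage of spot-positive cells more than 3 SD above its plate mean, without a fluorescence outlier flag or 80% toxicity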;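 further: spot-positive cell cutoff set from DMSO-treated cells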
# MT stabilize HCS: microtubule stabilizers in HeLa cells, primary screen, imaging, high-content imaging | HeLa tubulin immunostaining HCS, 24 h; share of cells brighter than vehicle mean+2SD | % tubulin-high responders, % at 10 µM | 0.83% of 200,000 active | AID 2205, 2009;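 active means plate Z-score above 3 for both tubulin-high and condensed-nucleus cell shares, with cell loss under 80%, at 10 µM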;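 further: anti alpha tubulin signal scored within the nucleus-defined area of each cell; some results filed as inactive read as strong as hits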
# Dynein transport: inhibitors of GR-EGFP nuclear translocation, primary screen, dynein cargo transport inhibitor project, imaging, high-content, 3617.4 mouse cells; test concentration mostly 20 µM; stimulated with dexamethasone, 1 µM; hits give low values; z-score, hits read low; 0.47% of 220,000 active; AID 1381, 2008;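 active means plate z-score of nuclear minus cytoplasmic receptor signal below a set negative limit, without overly bright fluorescence or cell loss, cut at about -3.5 in these data, passing the limit was not always enough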;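 further: z-score of nuclear minus cytoplasmic ring GR-EGFP intensity difference per well; some compounds called inactive have numbers as strong as hits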
#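 Buffer or medium: tet-free, stripped-serum medium; Also added: dexamethasone, 1.0 µM final; Technique: high-content fluorescence imaging after fixation; Times: 48 h induction, 1 h compound, 30 min dex at 37 °C; Read-out: per-cell GR-EGFP intensity, nucleus versus surrounding cytoplasmic ring, well-averaged.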
# ER stress rescue: rescue of cells from ER stress-induced death, primary screen, 384-well, CSM14.1, thapsigargin, ATP luminescence (AID 1222); cellular ATP content (survival), % at 20 µM; hits with a dose series show EC50 in µM; CSM14.1 thapsigargin-induced death rescue, ATP luminescence; higher % means a stronger effect; 190,000 tested, under 10 active;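 active means EC50 below 50 µM in the dose-response confirmation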;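 further: death triggered by thapsigargin at about 15 µM added after 2 h compound pretreatment; cell ATP read after overnight thapsigargin exposure of roughly 18 to 22 hours; normalized against plate controls of thapsigargin alone and 5% DMSO vehicle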
# M1AAP inhibition: P. falciparum M1AAP inhibitors, biochemical, fluorogenic H-Leu-NHMec substrate, 1536-well (AID 1445) | Aminopeptidase N (Plasmodium falciparum (isolate 3D7)) | recombinant M1AAP, H-Leu-NHMec fluorogenic kinetic assay; higher % means a stronger effect | one-dose inhibition, % at 30 µM; IC50 in µM for titrated hits | 0.42% of 220,000 active;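 active means primary inhibition above the hit cutoff, then over 50% inhibition at one or more dose response concentrations, cut at about 23% in these data, passing the limit was not always enough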;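 further: plate controls were DMSO full reaction for no effect and no enzyme background for full effect; strong numbers were not always called active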
# M17LAP inhibition: P. falciparum M17LAP inhibitors, primary screen, biochemical, fluorogenic H-Leu-NHMec substrate, 1536-well (AID 1619); Leucine aminopeptidase (Plasmodium falciparum (isolate 3D7)); recombinant M17LAP, H-Leu-NHMec fluorogenic kinetic assay; higher % means a stronger effect; inhibition, % at 30 µM; hits with a dose series show IC50 in µM; 0.38% of 220,000 active;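 active means compound inhibiting the enzyme by more than half at any dose during confirmatory dose-response retesting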;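 further: plate controls were full reaction with DMSO carrier for no effect and no enzyme background for full effect; strong numbers were not always called active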
# Lipid droplet: inhibitors of hepatocyte lipid droplet formation, primary screen, imaging, high-throughput imaging, BODIPY stain | inhibition, % at 6.5 µM | AML12 mouse hepatocytes, oleate lipid droplets | 0.4% of 240,000 active;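 active means lipid droplet intensity inhibited by at least 50%, with more than 500 cells counted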
#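 Material – mouse AML12 hepatocyte cell line, fixed after treatment · Compound dosing – one dose, 6.5 µM compound · Times – compound with oleate, overnight · Measured by – Image-based BODIPY and DAPI two-channel analysis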
# Yfh1-off respiration: enhancers of respiration in Yfh1-depleted yeast, dose response, Friedreich's ataxia, plus single-dose screen (AID 1465) | S. cerevisiae Yfh1-off respiration, WST-1 reduction, 72 h; higher fold induction means a stronger effect | fold induction at 50 µM; hits with a dose series show EC50 in µM | 0.074% of 220,000 active;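 active means fold induction of absorbance versus untreated yeast above a set limit, then at least 30% activation at any dose in follow-up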;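 further: activators that raise dye reduction in frataxin-depleted yeast; strong numbers were not always called active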
# Ins promoter up: insulin promoter activators in MIN6 cells, imaging, high-content screening, mouse beta cells; MIN6 insulin promoter-GFP reporter; hits give high values; z-score at 5 µM; 0.3% of 190,000 active; AID 1625, 2009;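 active means z-score above 3 at 5 µM with at least 500 cells counted in the well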
# Dynein transport cytoplasmic EGFP: also measured in Dynein transport; calls as there; z-score; measured here: cytoplasmic GR-EGFP intensity; hits give high values
# Dynein transport nuclear GR-EGFP: second read-out of Dynein transport, no call of its own (marks repeat the call); z-score; measured here: nuclear GR-EGFP intensity;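 lower value marks the stronger effect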
# Dynein transport cell count: further read-out of Dynein transport, marked with its call; z-score; measured here: cell count per field
# Ins promoter up cell count: second read-out of Ins promoter up, no call of its own (marks repeat the call); cell count; measured here: cytotoxicity, nuclei count;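 total cells summed across four imaged fields per well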
# Lipid droplet cells 6.5 µM: also measured in Lipid droplet; calls as there; cell count; measured here: cell count, cytotoxicity flag;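 cells counted across two imaged fields per well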
# MT stabilize HCS Hoechst-high %: further read-out of MT stabilize HCS, marked with its call; % Hoechst-high responders; measured here: nuclear condensation Hoechst responders;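 share of cells brighter than vehicle mean plus two SD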
# MT stabilize HCS cytotoxicity %: also measured in MT stabilize HCS; calls as there; toxicity, %; measured here: cytotoxicity by cell density;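 0% = mean cell density of plate MIN control wells and 100% = no cells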
# Autophagy mod cell loss 18 h: recorded beside Autophagy mod, whose call it bears; toxicity, %; measured here: cell loss, nuclei count;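 cell loss after 18 h compound exposure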
# * = called active by the depositor; i = inactive; x = not tested or not shown. Outcome played no part in choosing rows; any-hit rate near 3.5%.
nr	smiles	Autophagy mod	Autophagy mod cell loss 18 h	MT stabilize HCS	MT stabilize HCS Hoechst-high %	MT stabilize HCS cytotoxicity %	Dynein transport	Dynein transport cytoplasmic EGFP	Dynein transport nuclear GR-EGFP	Dynein transport cell count	ER stress rescue	M1AAP inhibition	M17LAP inhibition	Lipid droplet	Lipid droplet cells 6.5 µM	Yfh1-off respiration	Ins promoter up	Ins promoter up cell count
1	Clc1cccc(OCCN2CCNCC2)c1	i	2	2.5	1.5	11	0.58	0.21	1.2	-2.6	-1.0%	3%	7%	14	656	i	-1.1	1223
2	COc1ccc(-c2nnc(Nc3nc4c(OC)cccc4s3)o2)cc1	i	8	2.9	1.2	5.9	0.65	0.33	0.76	-0.67	0.2%	-5%	-4%	x	x	x	0.11	999
3	C/C(CC(=O)NC12CC3CC(CC(C3)C1)C2)=N\NC(=O)Cc1cccs1	i	-1	2.7	2.6	12	0.22	-0.18	0.17	-0.63	-0.1%	11%	15%	-13	365	i	0.21	1228
4	CCOC(=O)C1CCN(C(=O)CN(c2ccc(OC)cc2)S(=O)(=O)c2c(C)nn(C)c2C)CC1	i	-3	4.4	2.9	3.4	0.87	-0.16	0.8	-0.27	0.7%	-10%	-8%	x	x	i	0.24	896
5	O=C(Nc1ccc(S(=O)(=O)Nc2ncccn2)cc1)c1nn(Cc2ccccc2)c(=O)c2ccccc12	x	x	x	x	x	2	-0.48	1.2	-2	x	0%	-1%	0	675	i	0.64	782
6	CC1=C(C(=O)Nc2ccc(Cl)cc2)C(c2ccco2)NC(=O)N1 (centres undefined)	i	9	5.9	2.5	2.5	0.76	-0.42	0.58	0.13	-1.3%	3%	-9%	1	725	i	2.3	847
7	COc1ccccc1OCCC(=O)OCC(=O)Nc1ncc(Cl)cc1Cl	i	6	2.4	1.6	10	0.31	-0.14	0.33	-0.051	2.5%	-4%	6%	x	x	i	0.13	1331
8	O=C(CN1CCCC1)N1CCN(c2ccccc2)CC1	i	18	3.9	2.0	8.3	0.49	-0.28	0.57	-0.15	0.2%	-1%	1%	0	760	i	-0.02	1499
9	Cc1ccc2c(c1)C(c1ccncc1)=NNC(c1ccc(F)cc1)=N2	i	-7	3.3	1.1	4.4	0.53	-0.033	0.048	-0.57	-1.2%	3%	9%	11	700	i	x	x
10	CC(C)(C)c1nn(-c2ccccc2)c2nc(Cl)c(C=O)cc12	i	18	2.6	1.5	7.2	0.88	-0.048	0.85	-0.71	-1.2%	1%	3%	x	x	x	0.25	1662
11	CCOc1ccc(CNn2nnnc2N)cc1	i	-12	1.9	1.1	11	-0.21	-0.062	0.2	0.39	-0.5%	2%	6%	12	738	i	-0.47	745
12	CCOC(=O)c1ccc(N/C=C/C(=O)c2ccc(OC)c(OC)c2)cc1	i	-1	1.6	1.5	10	-1	-0.21	-0.51	1.5	-1.9%	11%	6%	x	x	i	-0.01	1324
13	CC(C)(C)c1csc(NC(=O)Cn2cnc3ccccc3c2=O)n1	i	-6	2.0	1.9	0.2	0.62	-0.26	0.25	0.44	x	4%	-2%	9	723	x	-0.15	1282
14	CCn1ccnc1CN(C)Cc1nc(CCC(C)C)no1	i	-14	x	x	x	-0.23	-0.32	0.18	0.27	0.3%	9%	-7%	-2	685	i	0.12	1426
15	CCc1ccccc1NC(=S)N(CCN1CCCCC1)Cc1ccco1	i	7	6.9	1.4	9.9	0.27	-0.21	0.31	-0.37	-0.3%	1%	1%	-22	753	i	0.29	1434
16	COCCNc1nc(-c2ccccc2)nc2ccccc12	i	-1	1.8	1.8	5.0	-0.58	-0.19	-0.27	0.83	3.9%	10%	9%	12	697	i	-0.2	1514
17	CCOc1ccccc1NC(=O)C1=C(C)NC(=O)NC1c1cccc(OC)c1OC (centres undefined)	i	6	6.7	2.3	5.3	-1	-0.2	-0.32	0.59	-1.6%	1%	9%	x	x	i	-0.33	1627
18	C/C(=N\NS(=O)(=O)c1ccccc1)c1ccc2c(c1)OCCO2	i	-2	4.4	1.9	6.8	1	-0.23	0.59	-0.66	-1.8%	-1%	14%	13	596	i	-0.18	1363
19	CC(=O)n1c(C=Nc2ccccc2)c(O)c2ccccc21	i	-16	11	4.6	5.3	3.2	1.8	2.3	-0.96	-7.5%	2%	-8%	1	647	i	x	x
20	Cc1ccc(C(=O)COC(=O)c2ccccc2NC(=O)c2ccccc2)cc1[N+](=O)[O-]	i	0	5.0	1.9	5.4	-0.095	-0.19	0.12	0.47	-0.5%	-2%	-2%	8	594	i	-0.25	1312
21	COc1ccc(CNC(=O)CCS(=O)(=O)Cc2cccc(Cl)c2)c(OC)c1	i	-29	1.6	1.9	4.0	2	-0.17	1.1	0.18	-0.5%	-5%	-6%	-3	708	i	-0.92	1133
22	NC(=O)c1nc(N2CCOCC2)nc(N2CCOCC2)n1	i	-1	2.8	1.9	9.4	-1	-0.24	-0.48	0.37	6.0%	4%	8%	2	772	i	-0.07	1227
23	Cc1cccc(N(CC(=O)O)CC(=O)O)c1	i	-4	3.5	2.4	13	0.24	-0.23	0.17	0.42	0.2%	-7%	5%	-23	556	i	-0.25	1345
24	O=C(CCCc1c[nH]c2ccccc12)Nc1ccc(S(=O)(=O)Nc2ncccn2)cc1	x	x	x	x	x	-0.19	-0.28	-0.15	0.57	x	4%	2%	0	690	i	-0.33	1480
25	CC1CCN(c2nc(/C=C/c3ccccc3)nc3ccccc23)CC1	i	0	1.9	3.7	8.7	-0.47	-0.15	-0.26	-0.34	0.9%	19%	11%	19	604	i	-0.76	1336
26	C=CCn1c(N)c(C(=O)Nc2ccc(C)c(C)c2)c2nc3ccccc3nc21	i	6	4.3	2.6	8.7	0.083	-0.1	0.21	-0.045	-3.3%	0%	3%	x	x	i	-0.31	1635
27	COc1ccccc1NC(=O)CN1CCN(C(=O)c2ccco2)CC1	i	-1	4.1	1.8	6.0	-0.18	-0.072	-0.3	-0.4	-3.9%	2%	-6%	12	684	i	x	x
28	CN(C)c1nc(C(N)=O)nc(N2CCOCC2)n1	i	23	2.1	1.0	6.1	-0.55	0.19	-0.051	0.47	-0.8%	4%	-11%	15	796	i	-0.49	649
29	O=C(CSc1nnc(CNc2ccccc2)o1)N1CCc2ccccc21	i	3	2.0	1.2	5.4	-0.38	-0.19	-0.34	0.95	-1.6%	-1%	-1%	x	x	i	0.71	1307
30	OC(CNCCC(c1ccccc1)c1ccccc1)COc1ccccc1 (centres undefined)	i	9	3.9	2.3	3.3	-0.59	-0.076	-0.47	-0.56	-0.8%	2%	-5%	14	652	i	-1.2	1094

# The last 4 compounds of the section before open the next one:
nr	smiles	Autophagy mod	Autophagy mod cell loss 18 h	MT stabilize HCS	MT stabilize HCS Hoechst-high %	MT stabilize HCS cytotoxicity %	Dynein transport	Dynein transport cytoplasmic EGFP	Dynein transport nuclear GR-EGFP	Dynein transport cell count	ER stress rescue	M1AAP inhibition	M17LAP inhibition	Lipid droplet	Lipid droplet cells 6.5 µM	Yfh1-off respiration	Ins promoter up	Ins promoter up cell count
27	COc1ccccc1NC(=O)CN1CCN(C(=O)c2ccco2)CC1	i	-1	4.1	1.8	6.0	-0.18	-0.072	-0.3	-0.4	-3.9%	2%	-6%	12	684	i	x	x
28	CN(C)c1nc(C(N)=O)nc(N2CCOCC2)n1	i	23	2.1	1.0	6.1	-0.55	0.19	-0.051	0.47	-0.8%	4%	-11%	15	796	i	-0.49	649
29	O=C(CSc1nnc(CNc2ccccc2)o1)N1CCc2ccccc21	i	3	2.0	1.2	5.4	-0.38	-0.19	-0.34	0.95	-1.6%	-1%	-1%	x	x	i	0.71	1307
30	OC(CNCCC(c1ccccc1)c1ccccc1)COc1ccccc1 (centres undefined)	i	9	3.9	2.3	3.3	-0.59	-0.076	-0.47	-0.56	-0.8%	2%	-5%	14	652	i	-1.2	1094
31	O=C(NCCc1c[nH]c2ccccc12)Nc1ccccc1	i	4	2.8	1.6	0.2	-1.3	-0.17	-0.53	0.44	-1.7%	5%	3%	18	700	i	-0.55	1746
32	CC1=C(OC(=O)C(C)(C)C)C(C)(C)C(c2ccccc2)OC1=O (centres undefined)	i	-5	1.9	1.5	6.4	-0.42	-0.25	-0.16	0.58	-0.7%	1%	2%	-4	653	i	-0.02	1346
33	Cc1cc(NC(=O)CSc2nnc(-c3ccc(Br)o3)n2Cc2ccccc2)no1	i	10	1.8	1.5	5.8	-0.67	-0.18	-0.14	-0.36	0.3%	8%	4%	x	x	i	0.13	1205
34	COc1ccc(-c2nnc(SCC(=O)NC3CCCCC3)o2)cc1OC	i	-2	4.2	2.9	4.3	0.01	-0.19	0.085	-0.23	-0.3%	18%	2%	x	x	i	-0.21	780
35	COCCCNC(=O)CCCn1c(=O)[nH]c2ccccc2c1=O	i	-9	2.1	1.4	2.1	-0.29	-0.22	0.0067	0.66	-0.8%	-6%	-6%	x	x	i	0.15	1549
36	COc1ccnc(Oc2ccc(F)cc2)c1C(=O)N/C=N/OCc1cccc(F)c1	i	4	5.0	2.2	14	-1.1	-0.16	-0.31	0.55	-0.8%	1%	-3%	-31	657	i	-0.4	1441
